# Assay outcomes from PubChem BioAssay.
# UBC13 inh – UBC13 polyubiquitin chain formation inhibitors, primary screen, biochemical, TR-FRET, uHTS | inhibition, % at 20 µM | 330,000 compounds, 0.47% hits | AID 485273, 2010; in the data active = inhibition above about 45%, passing the limit was not always enough
# Target sequence (P61088 whole entry, looked up): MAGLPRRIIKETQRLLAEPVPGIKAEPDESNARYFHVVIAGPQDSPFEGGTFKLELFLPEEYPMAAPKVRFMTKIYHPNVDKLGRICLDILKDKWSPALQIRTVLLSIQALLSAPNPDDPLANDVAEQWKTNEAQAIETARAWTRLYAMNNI
# EBI2 antag – EBI2 receptor antagonists, beta-arrestin recruitment, primary screen, cell-based, luminescence, 7a,25-OHC stimulation, uHTS. 7a,25-OHC stimulated. 360,000 compounds, 0.81% hits. inhibition, % at 5 µM; in the data active = inhibition above about 38%;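 note: enzyme fragment complementation signal reports receptor beta-arrestin coupling in cells; 0% = agonist plus DMSO wells and 100% = wells without agonist; some results beyond the cut were filed as inactive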
# CXCR6 inh – CXCR6 receptor inhibitors, primary screen, cell-based, beta-arrestin, luminescence, CHO-K1 PathHunter, 1536-well | C-X-C chemokine receptor type 6 (Homo sapiens), O00574 | inhibition, % at 20 µM | 360,000 compounds, 0.36% hits | AID 602244, 2012; in the data active = inhibition above about 34%, passing the limit was not always enough;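 note: antagonist mode with CXCL16 agonist at 10 nM final; 0% = 10 nM CXCL16 with DMSO and 100% = unstimulated wells without agonist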
# Target sequence (O00574 whole entry, looked up): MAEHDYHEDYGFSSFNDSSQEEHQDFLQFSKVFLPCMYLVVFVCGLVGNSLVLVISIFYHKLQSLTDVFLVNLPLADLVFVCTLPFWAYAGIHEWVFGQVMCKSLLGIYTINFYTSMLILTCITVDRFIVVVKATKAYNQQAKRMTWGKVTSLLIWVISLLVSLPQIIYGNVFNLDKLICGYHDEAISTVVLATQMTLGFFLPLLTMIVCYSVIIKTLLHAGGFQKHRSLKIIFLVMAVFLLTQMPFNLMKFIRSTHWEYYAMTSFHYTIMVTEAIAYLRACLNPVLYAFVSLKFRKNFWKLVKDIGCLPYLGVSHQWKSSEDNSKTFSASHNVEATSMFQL
# CCR6 antag – CCR6 receptor antagonists, primary screen, cell-based, CHO-K1, luminescence, beta-arrestin, uHTS. inhibition, % at 20 µM. 340,000 compounds, 0.49% hits. AID 493098, 2011. CHO-K1 CCR6 PathHunter beta-arrestin, CCL20-stimulated;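 active = compounds whose inhibition of the agonist-driven luminescence signal at 20 µM reaches about 50%, limit read from the data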;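 note: cells stimulated with CCL20 at 14 nM final; plate controls were DMSO with CCL20 for no effect and DMSO without agonist for full effect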
# Target sequence (P51684 whole entry, looked up): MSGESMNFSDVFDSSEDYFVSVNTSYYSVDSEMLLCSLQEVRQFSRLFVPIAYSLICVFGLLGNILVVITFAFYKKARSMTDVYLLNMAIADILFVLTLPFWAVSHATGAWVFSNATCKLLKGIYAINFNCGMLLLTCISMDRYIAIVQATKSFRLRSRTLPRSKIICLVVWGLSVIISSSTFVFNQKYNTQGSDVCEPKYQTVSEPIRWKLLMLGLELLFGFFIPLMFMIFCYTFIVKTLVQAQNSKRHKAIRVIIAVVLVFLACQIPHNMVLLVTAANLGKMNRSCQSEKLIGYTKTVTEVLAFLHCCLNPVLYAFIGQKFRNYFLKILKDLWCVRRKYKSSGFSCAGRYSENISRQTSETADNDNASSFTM
# Jurkat NFkB inh – inhibitors of induced NF-kB luciferase reporter, primary screen, TCR NF-kB activation inhibitor project, cell-based, luminescence, uHTS; AID 435003, 2010; Jurkat, PMA/ionomycin-induced NF-kB luciferase reporter; inhibition, % at 4 µM; 330,000 compounds, 0.53% hits; in the data active = inhibition above about 50%
# Gli-Sufu block – Gli-Sufu pathway antagonists, primary screen, luciferase luminescence, Sufu-KO-LIGHT cells, uHTS; inhibition, % at 5 µM; 340,000 compounds, 0.74% hits; Sufu-KO-LIGHT fibroblasts, Gli luciferase reporter luminescence; AID 588413, 2011;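 active = inhibition above about 55%, limit read from the data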;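 note: 0% = DMSO-treated cells and 100% = wells with medium but no cells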
# APJ antag – antagonists of human apelin receptor APJ, primary screen, CHO-K1 cells, beta-arrestin complementation, luminescence. 330,000 compounds, 0.32% hits. inhibition, % at 20 µM. P35414;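 active = inhibition above about 40% at 20 µM, limit read from the data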;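 note: cells challenged with 10 nM apelin-13 agonist together with compound; plate controls were apelin-13 plus DMSO wells for no effect and DMSO wells lacking apelin-13 for full effect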
# 697 NFkB inh – inhibitors of PMA/ionomycin-induced NF-kB reporter, 697 cells, primary screen, B-cell NF-kB inhibitor project, cell-based, luminescence, uHTS. 697 B-cell NF-kB luciferase reporter, 16 h. inhibition, % at 4 µM. 330,000 compounds, 0.33% hits. AID 435022, 2010; in the data active = inhibition above about 35%
# * hit, by the source's call; x = not tested or not shown. This is a random part of the collection. Share with any hit: about 3%.
cpd	smiles	UBC13 inh	EBI2 antag	CXCR6 inh	CCR6 antag
1	CCc1ccccc1N1CSC2=C(C#N)C(c3ccccc3F)CC(=O)N2C1 (stereo not drawn)	-74	0	4	9
2	COc1ccc(C2(C(=O)Nc3ccc(S(=O)(=O)Nc4nc(C)cc(C)n4)cc3)CCCC2)cc1OC	0	-13	-12	10
3	O=S(=O)(c1ccccc1)N(Cc1cccc(F)c1)c1ccccc1	-1	2	4	19
4	Cc1ccccc1C(=O)Nc1ccnn1C1CCN(Cc2cccnc2)CC1	3	-7	0	13
5	CCN(CC)S(=O)(=O)c1cccc(NC(=O)CCNC(=O)c2ccccc2Cl)c1	-5	5	-5	-1
6	CCN(Cc1nc2cc(Cl)ccc2c(=O)[nH]1)C(=O)c1nn(C)c(=O)c2ccccc12	-4	-1	2	5
7	COc1ccc(/C=N/Nc2nc(C)cc(=O)[nH]2)cc1OC	-11	-5	0	9
8	CC(C)n1cnc2cc(NC(=O)c3ccco3)ccc21	-3	1	-13	0
9	CCn1c(SCC(=O)c2cc(C)n(CC3CCCO3)c2C)nc2ccccc21 (stereo not drawn)	2	5	-2	4
10	CC(C)(C)c1ccc(NC(=O)CSc2nnc(-c3n[nH]c4ccccc34)o2)cc1	-13	-2	-7	-1
11	COc1ccc(S(=O)(=O)c2ccccc2)cc1NS(=O)(=O)c1cccc(C(=O)O)c1	-25	-11	1	-1
12	O=C(Nc1nc(-c2ccccc2)cs1)c1ccc(Br)o1	-8	7	-6	2
13	COCCNC(=O)Cn1cc(C(=S)N2CCOCC2)c2ccccc21	-6	-2	-4	-1
14	Cc1ccc(OCC(=O)NC2CCS(=O)(=O)C2)c([N+](=O)[O-])n1 (stereo not drawn)	1	-4	-14	-5
15	Cc1c(C)c2c(OCC(=O)NCc3ccccn3)cc3c(c2oc1=O)CCC(C)(C)O3	20	23	10	14

cpd	Jurkat NFkB inh	Gli-Sufu block	APJ antag	697 NFkB inh
1	2	-17	12	1
2	7	2	5	-7
3	7	2	11	4
4	13	-2	10	4
5	15	-3	29	4
6	3	6	1	13
7	0	-6	6	11
8	-80	-20	-12	-76
9	1	-6	7	-20
10	-51	-49	16	-32
11	-6	-10	-1	1
12	3	4	6	15
13	-2	-32	13	11
14	13	-4	9	17
15	4	6	2	-2

# Additional structures follow:
cpd	smiles	UBC13 inh	EBI2 antag	CXCR6 inh	CCR6 antag
16	CCN(CC(=O)Nc1ccc(NC(C)=O)cc1)CC(=O)Nc1ccc(Cl)c(Cl)c1	3	-18	1	-2
17	Cc1ccc(NC(=O)CCS(=O)(=O)c2cccc3nonc23)c(Cl)c1	2	-13	2	10
18	COc1ccc(OC)c(-n2c(CN3CCC(C(N)=O)CC3)nc3ccccc3c2=O)c1	-7	-15	-5	2
19	CCCC(=O)OCCn1c(Br)nc2c1c(=O)[nH]c(=O)n2C	-7	-12	1	4
20	CCN(CC)CCNC(=O)Cn1cnc2sc(C)c(S(=O)(=O)N3CC(C)CC(C)C3)c2c1=O (stereo not drawn)	7	4	-11	2
21	CC(=O)Nc1ccc(Nc2nc(-c3sc(C)nc3C)cs2)cc1	-9	1	-4	5
22	Cc1ccc(S(=O)(=O)Nc2cccc(/C=C/C(=O)O)c2)cc1	9	-9	-3	12
23	Cc1onc(-c2ccccc2)c1C(=O)N/N=C/c1cc(Br)c(O)c(Br)c1	0	-1	-8	9
24	O=C(O)c1ccccc1NCc1ccco1	-7	-13	-6	-5
25	Cc1ccc(S(=O)(=O)Nc2c(C)nc3nc(C)[nH]n3c2=O)c(C)c1	2	-12	3	8
26	Cn1cnnc1SCc1ccc(C#N)cc1	0	3	-1	1
27	O=C(Cc1c(Cl)cccc1Cl)OCC(=O)N1CCc2ccccc2C1	11	-1	-5	17
28	O=C1C2CC=C(Cl)CC2C(=O)N1c1ncn[nH]1 (stereo not drawn)	3	1	0	-10
29	CC/C(=N\NC(=O)c1nnn(-c2nonc2N)c1-c1cccs1)c1ccccc1	-2	2	5	9
30	Cc1c(Cc2ccccc2)c(=O)oc2cc(OCC(=O)NCc3ccccn3)ccc12	5	-2	4	14

cpd	Jurkat NFkB inh	Gli-Sufu block	APJ antag	697 NFkB inh
16	-4	6	1	-7
17	6	4	-17	12
18	8	1	-7	-2
19	-1	3	10	-11
20	33	-3	2	9
21	-8	9	-17	-12
22	4	-13	21	0
23	-8	7	-12	3
24	0	1	8	-11
25	12	31	17	13
26	-2	1	15	-6
27	13	-11	-3	17
28	4	-1	-15	0
29	14	-2	-5	-19
30	12	-10	-18	-31

# As entered above.
# In EBI2 antag, O=C(Cc1c(Cl)cccc1Cl)OCC(=O)N1CCc2ccccc2C1 reads -1
# In UBC13 inh, Cc1onc(-c2ccccc2)c1C(=O)N/N=C/c1cc(Br)c(O)c(Br)c1 reads 0

# Further entries follow:
cpd	smiles	UBC13 inh	EBI2 antag	CXCR6 inh	CCR6 antag
31	C/C(=N\NC(=O)c1cccc(N/N=C(\C)c2ccco2)c1)c1ccco1	x	-16	-1	20
32	O=C(NCc1ccncc1)C(=O)NCC(c1ccccc1)c1ccccc1	0	x	x	x
33	O=C(Nc1nn[nH]n1)c1ccc(S(=O)(=O)N2CCCCC2)cc1	6	-2	3	14
34	COc1cc(-c2nc(C(=O)NC3CCN(Cc4ccccc4)CC3)cc3c2[nH]c2ccccc23)cc(OC)c1OC	56*	37	8	10
35	Cc1ccc(CNC(=O)CNC(=O)[C@@H]2Cc3ccccc3CN2)cc1	-2	-10	8	6
36	O=C(CN1C(=O)NC2(CCCC2)C1=O)Nc1ccccc1	-6	-8	-12	6
37	CC(C)(C)c1cc(NCc2ccccn2)n2ncc(-c3ccccc3)c2n1	13	1	11	20
38	CCOc1ncccc1C(=O)OC(C)C(=O)Nc1ccc(N2CCOCC2)cc1 (stereo not drawn)	6	0	10	6
39	CSc1ccccc1NC(=S)NCc1ccc(Cl)cc1	-2	1	-3	10
40	COc1ccc(S(=O)(=O)NC(C)C(=O)N2CCCC2)cc1Cl (stereo not drawn)	-2	-6	3	20
41	CCCCCC#CCN1CCN(C23CC4CC(CC(C4)C2)C3)CC1	7	5	-1	7
42	COc1ccc(CCNC(=O)c2cc3c(=O)n4ccccc4nc3n(CCCN3CCOCC3)c2=N)cc1OC	-9	4	5	15
43	Cc1cccc(N2NC(=O)/C(=C/c3ccc(-c4ccc(Cl)c(C(=O)O)c4)o3)C2=O)c1	x	-3	24	20
44	COc1ccc(NC(=O)Cn2nnc(C(=O)NCc3ccc4c(c3)OCO4)c2N)c(OC)c1	2	10	5	7
45	COc1ccc(NC(=O)NNC(=O)c2ccc3ccccc3c2O)cc1OC	4	-4	-25	-1

cpd	Jurkat NFkB inh	Gli-Sufu block	APJ antag	697 NFkB inh
31	x	-27	x	x
32	-1	x	6	-12
33	0	-11	3	15
34	-18	7	0	0
35	8	-3	15	0
36	20	-10	11	10
37	-11	-24	-7	-46
38	1	-6	6	-12
39	-24	-10	-10	-27
40	-2	-9	17	-4
41	11	12	0	1
42	11	28	12	-12
43	x	-5	x	x
44	4	-16	28	0
45	5	-1	-26	8

# Following part
cpd	smiles	UBC13 inh	EBI2 antag	CXCR6 inh	CCR6 antag
46	CC(C)(C)[C@H]1C=C(C(=O)NC2CC2)O[C@@H](OCc2ccc(CO)cc2)C1	-1	-1	5	11
47	CC(CN1CCCCC1)OC(=O)c1cc2ccccc2o1 (stereo not drawn)	3	-4	11	-13
48	CC(=O)c1c(C)nc2ccccn12	3	-6	0	9
49	O=C(Nc1ccccc1Cl)OCc1cncs1	-2	-6	-2	11
50	CN(C)S(=O)(=O)c1cccc(NC(=S)NNC(=O)c2cc3ccccc3cc2O)c1	-30	9	10	26
51	O=C(NCC(=O)N(c1cccnc1)C(C(=O)NC1CCCC1)c1ccccc1F)c1ccco1 (stereo not drawn)	7	3	-15	-2
52	CC1=NN(C(=O)CSCc2ccccc2)C(O)(c2ccccc2)C1 (stereo not drawn)	-1	-15	2	6
53	CCc1cccc(NC(=O)Cn2cccc2)c1	-24	-4	-10	-5
54	O=C(C1CCN(Cc2nc(Cc3cccc(F)c3)no2)CC1)N1CCOCC1	4	-2	4	0
55	COc1ccc(NC(=O)N2CCc3ccccc3C2)c(OC)c1	-4	3	0	-1
56	Clc1cccc(-c2nc(NCc3cccnc3)c3ccccc3n2)c1	27	31	-1	-14
57	CCN(CC)C(=O)C1CCN(C(=O)c2oc3ccc(C)cc3c2C)CC1	-5	80*	-2	1
58	COc1cc(/C=C2\SC(=S)N(NC(C)=O)C2=O)ccc1OC(=O)c1ccco1	-64	-23	27	47
59	COc1ccccc1Nc1nc(N)nc(CSC(=S)N2CCCCC2)n1	4	-7	-4	1
60	CCOC(=O)C(=CNc1cc(Cl)c(-c2ccco2)c(Cl)c1)C(=O)OCC	1	13	-4	14

cpd	Jurkat NFkB inh	Gli-Sufu block	APJ antag	697 NFkB inh
46	16	-3	18	6
47	4	-16	12	19
48	-2	-7	-1	11
49	-8	-15	-14	0
50	24	-16	6	10
51	-4	-4	-6	4
52	-4	-4	-19	10
53	-13	-7	-8	4
54	-11	4	-19	16
55	-47	-11	8	-33
56	8	6	4	8
57	-16	-6	9	-5
58	10	4	-13	-3
59	-15	-17	-1	-17
60	7	60*	7	5

# Quoted at random: two entries already listed.
cpd	smiles	UBC13 inh	EBI2 antag	CXCR6 inh	CCR6 antag
6	CCN(Cc1nc2cc(Cl)ccc2c(=O)[nH]1)C(=O)c1nn(C)c(=O)c2ccccc12	-4	-1	2	5
48	CC(=O)c1c(C)nc2ccccn12	3	-6	0	9

cpd	Jurkat NFkB inh	Gli-Sufu block	APJ antag	697 NFkB inh
6	3	6	1	13
48	-2	-7	-1	11

# Along the list, as entered above:
# Jurkat NFkB inh, nos. 49 to 60 → -8, 24, -4, -4, -13, -11, -47, 8, -16, 10, -15, 7
# CCR6 antag, nos. 49 to 60 → 11, 26, -2, 6, -5, 0, -1, -14, 1, 47, 1, 14

# The list goes on:
cpd	smiles	UBC13 inh	EBI2 antag	CXCR6 inh	CCR6 antag
61	COc1ccc(Cl)cc1NC(=O)CCN1CCN(Cc2ccccc2)CC1	23	-1	3	10
62	COCc1cc(=O)c2ccccc2o1	8	-1	-9	2
63	COc1ccc(CNC(=O)C(C)OC(=O)CO/N=C(\C)c2ccc3c(c2)OCO3)cc1 (stereo not drawn)	1	6	-12	5
64	CCN(CCCNC(=O)c1nn(C)c2c1CS(=O)(=O)c1ccccc1-2)Cc1ccccc1	2	-1	12	18
65	O=C(NN1C(=O)c2ccccc2NC1c1ccc([N+](=O)[O-])o1)c1ccc([N+](=O)[O-])cc1 (stereo not drawn)	-11	-15	-4	-15
66	Cc1ccc(Cc2cc(-c3ccc(C)cc3)n[nH]c2=O)cc1	4	4	-3	11
67	Cc1c(Cc2ccccc2)sc(NC(=O)C(C)(C)C)c1C(N)=O	-4	9	7	17

cpd	Jurkat NFkB inh	Gli-Sufu block	APJ antag	697 NFkB inh
61	6	31	5	5
62	4	-2	0	15
63	2	-12	-3	-8
64	2	-4	-5	-19
65	9	5	-68	-1
66	-22	-5	4	-7
67	-8	9	16	-15

# Some of these compounds in order of the 697 NFkB inh value, highest first.
no. | SMILES | 697 NFkB inh
4 | Cc1ccccc1C(=O)Nc1ccnn1C1CCN(Cc2cccnc2)CC1 | 4
35 | Cc1ccc(CNC(=O)CNC(=O)[C@@H]2Cc3ccccc3CN2)cc1 | 0
63 | COc1ccc(CNC(=O)C(C)OC(=O)CO/N=C(\C)c2ccc3c(c2)OCO3)cc1 (stereo not drawn) | -8
24 | O=C(O)c1ccccc1NCc1ccco1 | -11
